hiPSC survival: enhancers of single-cell hiPSC survival, primary screen, ATPlite luminescence. survival enhancement, % at 20 µM. 100% = ROCK inhibitor wells, 0% = DMSO. hit rate 0.044% among 360,000; in the data active = survival enhancement above about 18%;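 note: cells exposed to compounds for 16 hours before the ATP read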
aDG glyco act: activators of alpha-DG glycosylation, primary screen, uHTS, Pro5-aDG cells, AlphaScreen. alpha-DG glycosylation AlphaScreen (IIH6); 0% Pro5, 100% B10-LARGE cell signal. AID 624168, 2012. activation, % at 10 µM. hit rate 0.22% among 360,000;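 active = activation of at least 8% versus controls, or a plate z-score of at least 8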;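 note: Pro5 are CHO cells carrying HIG-tagged alpha-DG that lacks glycosylation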
MITF TRPM1 inh: inhibitors of MITF-dependent TRPM1 promoter reporter, primary screen, cell-based, SK-MEL-5, single point, luciferase; hit rate 0.83% among 330,000; AID 488899, 2010; SK-MEL-5 TRPM1 promoter luciferase, 24 h; inhibition, % at 12.5 µM;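 active = mean inhibition across replicates of 60% or more, whatever share of single replicates reaches that level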; note: values of inactives mirror those of a sister screen read the other way
NR2E3 ag-1: NR2E3 agonists in two-hybrid cells, primary screen, cell-based, luminescence, CHO-S, Gal4-NCOR/VP16-NR2E3; luciferase; inhibition of corepressor binding, % at 3.98 µM; hit rate 0.35% among 360,000; AID 602229, 2012;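 active = inhibition above the mean of all tested compounds plus 3 SD, cut at about 70% in these data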;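 note: 0% = DMSO with NR2E3 transfected cells and 100% = cells lacking NR2E3 construct; higher means lower luciferase signal from less NR2E3 corepressor binding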
Target sequence (Q9Y5X4 whole entry, looked up, the tested form may be a part): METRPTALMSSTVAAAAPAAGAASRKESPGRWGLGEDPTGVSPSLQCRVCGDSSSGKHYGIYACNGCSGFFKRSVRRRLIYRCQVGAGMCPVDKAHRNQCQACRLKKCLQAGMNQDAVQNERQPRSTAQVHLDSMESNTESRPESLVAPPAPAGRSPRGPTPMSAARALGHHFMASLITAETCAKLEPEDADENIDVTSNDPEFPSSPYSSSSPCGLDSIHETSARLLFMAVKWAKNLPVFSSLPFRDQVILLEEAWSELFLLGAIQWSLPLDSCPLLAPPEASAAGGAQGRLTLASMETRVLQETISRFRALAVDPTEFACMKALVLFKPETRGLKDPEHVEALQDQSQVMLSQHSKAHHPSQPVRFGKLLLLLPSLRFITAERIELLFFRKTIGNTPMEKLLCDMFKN
NR2E3 ag-2: inhibitors of NR2E3-RetCOR corepressor binding, primary screen, NR2E3 agonist project, biochemical, TR-FRET, GST-NR2E3, biotin-RetCOR; inhibition of corepressor binding, % at 4.78 µM; hit rate 0.12% among 320,000; AID 2300, 2010; Photoreceptor-specific nuclear receptor (Homo sapiens), Q9Y5X4; 1536-well;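 active = percent inhibition above the cutoff of mean plus 3 SD of all tested compounds, set per screening campaign, cut at about 20% in these data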;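 note: 0% = DMSO wells and 100% = biotin wells as full block of FRET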
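Material: NR2E3–RetCOR corepressor complex | Quantity: 1.35 nM GST-tagged NR2E3 final | Schedule: 5 h at 4 °C | Replication: Singlicate compound wells | Reagent: RetCOR corepressor, biotinylated, 7 nM | Controls: Biotin wells as high control, 0.6% DMSO wells as low control | Signal: TR-FRET, Eu(K)-anti-GST donor, streptavidin-D2 acceptor, ex 340, em 617/671 nm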
Shn3 3UTR inh: reduction of Shn3 3'UTR firefly luciferase signal, primary screen, Schnurri-3 inhibitor project, cell-based, Clone20 osteoblasts, set 2; Clone20 osteoblast Shn3 3'UTR firefly luciferase, 24 h; inhibition, % at 12.5 µM; AID 588674, 2011; hit rate 0.52% among 360,000;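 active = mean inhibition of at least 75% with every replicate also reaching 75%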;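 note: 0% = median of neutral control wells and 100% = pilot-screen positive control compound; some compounds past the cut are filed as inactive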
KKLEB cytotox: cytotoxicity in KKLEB CF airway cells, primary screen, cytotoxicity control for CF NF-kB inhibitor project, cell-based, uHTS, fluorescence assay plates; KKLEB CF airway cells viability, ATPlite luminescence, overnight; active compounds read low; cells stimulated with P. aeruginosa culture filtrate; activity change (cytotoxicity), % at 5 µM; hit rate 0.36% among 360,000; AID 602141, 2011;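 active = corrected activity change at or below -50% at 5 µM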
Peg3 prom inh: Peg3 promoter-driven luciferase inhibitors, primary screen, cell-based, HeLa, luciferase luminescence | HeLa PEG-Prom luciferase reporter, overnight | inhibition, % at 20 µM | hit rate 1.7% among 360,000;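 active = inhibition of at least 50% at 20 µM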
HIF-2a block: HIF-2a reporter inhibitors, primary screen, luminescence, 786-0 RCC cells; 786-0 RCC cells HIF-2a reporter, luciferase luminescence, overnight; inhibition, % at 18.8 µM; hit rate 0.72% among 360,000;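 active = inhibition of the luminescence signal of 40% or more relative to plate controls, in a single-dose primary screen at 18.75 µM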
CF NFkB inh: inhibitors of PAF-induced NF-kB signaling, primary screen, cell-based, GFP fluorescence, uHTS. KKLEB NF-kB-GFP reporter, GFP fluorescence overnight. inhibition, % at 5 µM. hit rate 0.86% among 360,000;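 active = at least 50% inhibition at 5 µM, scaled per plate between neutral and stimulator controls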;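 note: PAF is a Pseudomonas aeruginosa culture filtrate used as stimulus; plate controls were PAF-stimulated DMSO wells for no effect and unstimulated DMSO wells for full effect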
TWEAK Fn14 block: inhibitors of TWEAK-Fn14 signaling, primary screen, luciferase reporter cells, uHTS | hit rate 2% among 360,000 | TWEAK-stimulated Fn14 reporter cells, luciferase luminescence, 8 h | inhibition, % at 10 µM; in the data active = inhibition above about 50%
* = called active by the depositor; x = no result given.

Molecule,hiPSC survival,aDG glyco act,MITF TRPM1 inh,NR2E3 ag-1,NR2E3 ag-2,Shn3 3UTR inh,KKLEB cytotox,Peg3 prom inh,HIF-2a block,CF NFkB inh,TWEAK Fn14 block
Cn1cc(S(=O)(=O)N2CCN(c3cccc(Cl)c3)CC2)c(=O)n(C)c1=O,-0.5,0.0,3,-15,-1,6,-31,15,17,-3,2
Cc1ccc(S(=O)(=O)N2CCCC(C(=O)NCC3COCCO3)C2)cc1 (stereo not drawn),-3.2,0.0,-1,-1,3,4,8,-2,10,-18,-15
CCOc1ccc(NC(=S)Nc2ccc(OCC)cc2)cc1,-2.3,-0.1,-6,3,1,-10,6,11,5,-6,0
CCN(CC)C(=O)c1[nH]cnc1C(=O)N[C@@H](Cc1ccccc1)C(=O)OCc1ccccc1,-2.2,0.0,6,-34,3,28,-16,-6,0,11,20
CCCCN(C(=O)/C=C/c1ccccc1)C1CCS(=O)(=O)C1 (stereo not drawn),0.1,-0.1,-3,12,-1,-11,-18,17,13,4,-3
CC(NC(=O)c1ccc(Br)cc1Br)c1ccccc1 (stereo not drawn),-0.2,-0.3,-3,-32,1,11,-12,7,-15,-3,-10
CC1=C(C)C(=O)N(c2ccc(C(=O)O)cc2)C1=O,1.9,0.0,9,-17,1,-7,1,3,6,-4,5
Cc1c(C(=O)N2CCCCCC2)c(S(=O)(=O)Nc2ccc(F)cc2)c(C)n1C,0.1,0.0,9,-32,0,12,-10,18,11,25,19
CC(C)N1C(=O)c2ccccc2N(Cc2ccccc2)S1(=O)=O,-0.2,-0.1,17,-17,2,-1,-4,9,14,7,6
Cc1cccc(OCC(=O)NC(=S)Nc2ccccc2N2CCOCC2)c1,-0.1,-0.1,6,-18,2,17,-12,4,3,12,3
Cc1nnc(SC(C)C(=O)N2CCc3ccccc32)s1 (stereo not drawn),2.9,0.1,-6,-10,-3,-2,4,8,-11,6,2
Cc1cc(C)cc(-n2ncc3c2CCCC3NC(=O)CN2CCCCC2=O)c1 (stereo not drawn),0.0,0.0,14,-9,0,-10,-32,10,-2,-6,2
CC(C)(C)c1ccc(C(=O)N/N=C/c2ccccn2)cc1,0.0,0.0,-12,41,1,-9,2,-88,-195,11,16
C[C@H](NC(=O)c1nc[nH]c1C(=O)N[C@@H](Cc1ccccc1)C(=O)OC(C)(C)C)c1ccccc1,-1.2,0.0,-11,-8,2,8,-14,30,20,25,-18
O=C(NCc1ccco1)C1Cc2ccccc2CN1S(=O)(=O)c1ccccc1F (stereo not drawn),-3.2,0.4,0,-9,1,4,-13,-2,5,8,9
COc1ccc(CN(C)CC(=O)c2c(N)n(Cc3ccccc3)c(=O)n(C)c2=O)c(OC)c1,-1.7,0.2,-14,1,-1,30,14,-12,5,1,-4
CCCOc1ccc(CC(=O)NCc2ccco2)cc1OC,0.0,0.7,-4,-23,2,-1,5,6,12,21,-2
O=C(c1cc[n+]([O-])cc1)N1CCc2c([nH]c3ccccc23)C1c1ccccc1Cl (stereo not drawn),0.4,-0.1,-4,-10,-2,-8,1,10,15,-9,11
CC(C)=CC(=O)OCC(=O)Nc1ccc(Cl)cc1,1.4,0.2,-7,-17,-2,3,-1,-47,-28,10,-1
CCCN1C(=O)C(=O)N(CC(=O)c2cc(C)n(C3CC3)c2C)C1=O,-0.3,-0.2,-87,-51,0,-104,-1,-208,-224,-22,13
COC(=O)c1ccc(CN2CCC(Oc3cccc(C(=O)N4CCOCC4)c3)CC2)cc1,0.2,1.9,13,-28,-2,21,0,3,9,16,-15
COc1ccc(NC(=O)c2c(C(F)(F)F)nn(C)c2SCc2ccccc2)cc1,1.4,0.5,-28,-14,4,4,-2,-18,-57,8,-42
O=C1C/C(=C/NCc2ccccc2)C(=O)N1,-0.7,0.0,7,-19,3,-2,-4,-7,8,6,-1
CN(C)c1ccc(-c2[nH][nH]c(=O)c2NC(=O)c2ccc3ccccc3n2)cc1,0.2,0.0,x,-38,x,-4,-3,-3,-25,29,21

Only CF NFkB inh, for some of the entries so far:
Structure	CF NFkB inh
CC(C)(C)c1ccc(C(=O)N/N=C/c2ccccn2)cc1	11
O=C1C/C(=C/NCc2ccccc2)C(=O)N1	6

Continued.
Molecule,hiPSC survival,aDG glyco act,MITF TRPM1 inh,NR2E3 ag-1,NR2E3 ag-2,Shn3 3UTR inh,KKLEB cytotox,Peg3 prom inh,HIF-2a block,CF NFkB inh,TWEAK Fn14 block
NCCNc1ccc2nnnn2n1,0.4,-0.2,12,-7,3,1,-7,-8,14,-24,-13
COC(=O)Cn1nnnc1-c1nc2cc(C)c(C)cc2[nH]c1=O,-0.4,-0.1,x,-28,x,x,x,x,6,x,18
CCOc1ccc(S(=O)(=O)N2CC(=O)Nc3ccccc32)cc1,1.0,-0.1,7,-19,1,5,-13,22,2,1,17
Cc1noc(NS(=O)(=O)c2ccc(NC(=O)c3cc(-c4ccccc4Cl)nc4ccccc34)cc2)c1C,0.1,0.3,-1,-24,1,5,-8,30,8,10,2
CC(=O)c1c(C)[nH]c(C(=O)Nc2cc(F)ccc2C)c1C,-0.6,0.2,16,-20,0,-7,6,-2,-10,-14,10
Cc1cc(NC(=O)CSc2nnc(CNC(=O)c3ccc(C(C)(C)C)cc3)o2)no1,-0.2,0.0,10,-20,3,2,-12,8,14,16,5
CC1CCCCN1C(=O)c1c([N+](=O)[O-])cnn1C (stereo not drawn),-0.4,-0.1,4,-26,2,3,16,15,6,-3,-1
COc1ccc(N2CCN(S(=O)(=O)c3cccc4cccnc34)CC2)cc1,-1.3,-0.1,6,-6,2,-5,-5,0,-4,12,3
Cc1ccc(N(C(=O)CNC(=O)c2ccco2)C(C(=O)NC2CCCC2)c2ccncc2)cc1C (stereo not drawn),-0.3,0.1,x,1,4,-4,-7,-4,10,15,-4
O=C(Nc1ccc(F)c(F)c1)c1ccco1,2.0,0.0,-9,-4,4,63,9,-26,-56,14,10
CCOC(=O)/C(=N\Nc1ncnc2ccccc12)c1ccc(OC)cc1,-0.5,0.2,-8,-87,3,-29,4,-196,-147,-37,41
CCOc1ccc(-c2nnc(NC(=O)CCCOc3cccc(C)c3)o2)cc1,-1.2,0.1,-31,-33,-2,-16,4,-68,-57,-32,-86
Cc1ccc(N=Nc2c(=O)[nH]n3c(=O)cc(C)[nH]c23)cc1,3.3,0.7,4,-21,-11,-5,4,10,-3,-10,-11
C/C=C(\C)C(=O)OC(C)(C)[C@@H]1Cc2cc3ccc(=O)oc3cc2O1,-4.7,0.1,-11,19,0,-8,-2,-24,-50,-56,-43
CNC(=S)N1CCN(c2nc(-c3ccc(Cl)cc3)cs2)CC1,0.7,0.3,-1,10,4,30,-4,-50,-171,-18,13
CC1(C)C(=O)Nc2ccccc2N1C(=O)COC(=O)Cc1ccccc1F,-1.0,0.2,-3,-14,x,-1,-5,13,5,-9,-3
Cc1ccc(S(=O)(=O)N(C)C)cc1NC(=O)C(C)OC(=O)C1CCCC1 (stereo not drawn),0.5,0.1,5,-19,-4,-3,6,-7,14,0,2
C=CCn1c(SCc2nc3ccccc3[nH]2)nnc1-c1ccccn1,-1.2,0.2,-6,5,-3,-3,-4,24,0,5,0
Cc1cccc2sc(NC(=O)CN(C)S(=O)(=O)c3ccc(Br)s3)nc12,-1.5,0.1,14,-43,4,10,1,22,26,8,-12
CCOc1ccccc1C(=O)N(Cc1sccc1C)C1CCS(=O)(=O)C1 (stereo not drawn),-0.2,0.1,5,-26,3,0,11,3,7,2,-1
Cc1ccc(S(=O)(=O)Nc2ccc3nc(C)sc3c2)c(C)c1,1.2,0.7,13,67,0,60,3,11,15,12,18
CCOc1ccc(N2C(=O)C3C(c4ccc(OC)cc4OC)NC(CCSC)(C(=O)OC)C3C2=O)cc1 (stereo not drawn),-0.1,-0.1,4,-1,1,0,-7,18,15,-1,-6
COC(=O)C[C@H]1c2cc(F)ccc2S(=O)(=O)N1c1ccccc1,-0.7,0.0,-10,-7,-2,2,-2,-4,-1,-7,-19
CC(C)C1C(C#N)=C(N)Oc2n[nH]c(-c3cccs3)c21 (stereo not drawn),-1.8,0.1,1,-10,1,-4,-8,18,6,5,5
COc1ccc(S(=O)(=O)Nc2cccc3c2O[C@H](CN(C)Cc2ccc(C(=O)O)cc2)[C@@H](C)CN([C@H](C)CO)C3=O)cc1,0.4,-0.1,-12,-25,x,2,13,-3,12,-31,-19
COc1ccc(C2=C/C(=C\c3ccccc3OC(C)=O)C(=O)O2)cc1,-0.7,-0.1,-16,-77,3,-28,1,-97,-150,-1,-10

Source: PubChem
